Screens from PubChem BioAssay.
VCAM1 TNFa inh – inhibitors of TNFa-induced VCAM1 expression, primary screen, imaging, HUVEC, TNFa stimulus, immunofluorescence; AID 802, 2007; HUVEC TNFa-induced VCAM-1 immunofluorescence, high-content imaging; inhibition, % at 2 µM; hit rate 0.48% among 95,000;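 active = inhibition above the batch mean plus 3 SD, with images confirmed as a hit by eye, cut at about 37% in these data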;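 also: 0% = TNF-stimulated DMSO wells and 100% = unstimulated control wells; not every result past the cut was called active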
DAT uptake mod – changed hDAT dopamine uptake under cocaine IC80, either direction, primary screen, cocaine antagonist project, cell-based, LLC-PK1 hDAT, [14C]-dopamine uptake, MLSMR. LLC-PK1 hDAT cells, [14C]-dopamine uptake with cocaine IC80; actives deviate in either direction. B-score at 10 µM. hit rate 1.3% among 110,000. AID 449768, 2010;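 active = Z score or B-score, a plate-position-corrected score, falls beyond the plate's 99.7% confidence bounds, in either direction; inactive = both scores lie inside the 99.7% bounds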;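 also: scored against the spread of the other compound wells on the same plate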
Target sequence (Q01959 whole entry, looked up): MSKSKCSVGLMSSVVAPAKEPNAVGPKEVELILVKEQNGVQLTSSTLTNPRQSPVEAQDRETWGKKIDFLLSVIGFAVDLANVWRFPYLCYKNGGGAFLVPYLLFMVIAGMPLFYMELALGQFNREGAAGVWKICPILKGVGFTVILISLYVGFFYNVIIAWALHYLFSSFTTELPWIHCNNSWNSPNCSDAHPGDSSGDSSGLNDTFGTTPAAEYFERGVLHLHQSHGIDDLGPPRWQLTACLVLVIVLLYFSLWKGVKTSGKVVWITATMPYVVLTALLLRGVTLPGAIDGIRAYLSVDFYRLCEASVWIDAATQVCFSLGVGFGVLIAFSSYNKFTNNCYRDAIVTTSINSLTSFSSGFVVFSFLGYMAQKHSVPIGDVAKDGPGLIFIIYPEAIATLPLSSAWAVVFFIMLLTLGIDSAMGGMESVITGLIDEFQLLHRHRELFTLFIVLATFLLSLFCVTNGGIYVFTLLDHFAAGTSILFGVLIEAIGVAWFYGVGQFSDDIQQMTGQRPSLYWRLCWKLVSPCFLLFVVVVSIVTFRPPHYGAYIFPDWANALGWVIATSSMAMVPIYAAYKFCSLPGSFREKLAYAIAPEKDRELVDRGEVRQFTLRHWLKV
CYP2C19 inhib – blockers of cytochrome P450 2C19 activity – biochemical, luminescence, ADME assay, primary screen; CYP2C19 Supersomes, luciferin-H EGE luminescence, 30 min; inhibition, % at 5 µM; hit rate 21% among 96,000; P33261;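 active = CYP2C19 inhibition above a set limit at 5 µM in the primary screen, cut at about 50% in these data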;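 also: plate controls were negative control wells for no effect and 2.5 mM tranylcypromine positive control for full effect; values of inactives mirror those of a sister screen read the other way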
Target sequence (P33261 whole entry, looked up): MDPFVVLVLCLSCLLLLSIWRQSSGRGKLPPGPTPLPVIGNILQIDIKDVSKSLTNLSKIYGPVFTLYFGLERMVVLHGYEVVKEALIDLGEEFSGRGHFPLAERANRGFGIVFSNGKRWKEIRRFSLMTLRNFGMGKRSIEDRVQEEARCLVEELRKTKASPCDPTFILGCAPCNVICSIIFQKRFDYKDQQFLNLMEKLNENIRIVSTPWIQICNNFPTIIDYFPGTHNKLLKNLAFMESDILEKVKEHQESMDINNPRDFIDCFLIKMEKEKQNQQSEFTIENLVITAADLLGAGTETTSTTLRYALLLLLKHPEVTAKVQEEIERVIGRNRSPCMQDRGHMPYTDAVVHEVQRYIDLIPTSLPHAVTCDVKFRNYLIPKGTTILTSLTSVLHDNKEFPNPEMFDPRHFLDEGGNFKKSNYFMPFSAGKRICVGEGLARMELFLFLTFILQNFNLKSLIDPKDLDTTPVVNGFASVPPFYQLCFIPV
CYP2C19 act – human CYP2C19 activators, primary screen, biochemical, luminescence; Cytochrome P450 2C19 (Homo sapiens), P33261; recombinant CYP2C19, luciferin-H EGE luminescence; active compounds read high; 0 = fully inhibited enzyme, 1 = untreated enzyme; activation factor at 5 µM; 96,000 tested, under 10 active; AID 1025, 2008;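 active = activation factor of at least 2 at 5 µM in the primary screen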;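 also: 0 = wells with 2.5 mM tranylcypromine and 1 = vehicle-only wells; values of inactives mirror those of a sister screen read the other way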
IL1B cytotox – cytotoxicity in IL-1B stimulated HUVEC, primary screen, cytotoxicity control for IL-1B NFkB translocation project, imaging, Hoechst nuclear count, IL-1B stimulus | cell count reduction, % at 2 µM | AID 845, 2007 | hit rate 0.41% among 94,000 | HUVEC cell count loss;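 active = cell count reduction more than 3 SD above the screen-wide mean, cut at about 70% in these data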;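 also: normalized per plate to untreated control cells as the no-loss baseline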
CYP2C9 inhib – blockers of cytochrome P450 2C9 activity – biochemical, luminescence, ADME assay, primary screen; CYP2C9 Supersomes, luciferin-H conversion; inhibition, % at 5 µM; hit rate 20% among 96,000; AID 777, 2007;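 active = blocking of liver enzyme CYP2C9 beyond about 50% at 5 µM, limit read from the data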; also: values of inactives mirror those of a sister screen read the other way
Calb biofilm kill – clotrimazole potentiators killing Candida biofilms, primary screen, with clotrimazole, Alamar Blue; C. albicans biofilm + clotrimazole; inhibition, % at 6 µM; hit rate 0.14% among 85,000;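 active = inhibition above 20%; inactive = inhibition below 20%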;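 also: preformed 24 hr biofilms exposed to compound for 48 hr; 0% = biofilm without compound and 100% = blank killed by clotrimazole plus chlorhexidine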
TNFa cytotox – cytotoxicity in TNFa-stimulated HUVEC, primary screen, cytotoxicity control for VCAM1 expression modulator project, imaging, Hoechst nuclei count. HUVEC TNFalpha-stimulated, Hoechst cell count. cell count reduction, % at 2 µM. hit rate 0.17% among 93,000;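 active = cell count reduction exceeding the screen mean by over 5 SD, scaled to untreated wells per plate, cut at about 78% in these data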;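 also: cells counted after 24 h of TNF alpha exposure following the 1 h pretreatment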
CYP2C9 activ – human CYP2C9 activators, primary screen, biochemical, luminescence. recombinant CYP2C9, luciferin-H conversion; active compounds read high; factor 1 = untreated enzyme, 0 = blocked. activation factor at 5 µM. hit rate 1.4% among 96,000. AID 1024, 2008;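 active = activation factor of 2 or more for CYP2C9 at a 5 µM dose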;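 also: 0 = sulfaphenazole-blocked wells and 1 = vehicle-only wells; values of inactives mirror those of a sister screen read the other way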
Active calls of the source: *.

Screening CCOc1ccccc1NC(=O)CSc1c(C)n[nH]c1C returned VCAM1 TNFa inh 12, DAT uptake mod -1.8, CYP2C19 inhib -2, CYP2C19 act 1, IL1B cytotox 6, CYP2C9 inhib -31, Calb biofilm kill -3, TNFa cytotox -30 and CYP2C9 activ 1.3.
Screening CCn1ncc(Br)c1C(=O)Nc1ccccc1C(=O)OC returned VCAM1 TNFa inh 12, DAT uptake mod -0.63, Calb biofilm kill 6 and TNFa cytotox -20.
Screening CCN(CC(=O)Nc1ccc2c(c1)OCCO2)c1ccc(S(=O)(=O)N2CCOCC2)cn1 returned VCAM1 TNFa inh -10, DAT uptake mod -0.6, CYP2C19 inhib -2, CYP2C19 act 1, IL1B cytotox 15, CYP2C9 inhib 16, Calb biofilm kill 8, TNFa cytotox 4 and CYP2C9 activ 0.8.
CC(C)c1ncc(C(O)c2cccc3ccccc23)n1C (stereo unspecified) was read as VCAM1 TNFa inh -5, DAT uptake mod -0.14, CYP2C19 inhib 2, CYP2C19 act 1, IL1B cytotox 29, CYP2C9 inhib 1, TNFa cytotox 14 and CYP2C9 activ 1.
For COc1ccccc1C(c1nnnn1Cc1ccccc1)N1CCN(c2nc3ccccc3s2)CC1 (stereo unspecified) the results were DAT uptake mod -0.24, CYP2C19 inhib 47, CYP2C19 act 0.5, CYP2C9 inhib 56*, Calb biofilm kill 11 and CYP2C9 activ 0.4.
Cc1ccccc1-n1nc(C)c2cc(C(=O)N3CCN(S(=O)(=O)c4ccccc4)CC3)sc21 was read as CYP2C19 inhib -8, CYP2C19 act 1.1, CYP2C9 inhib -9, Calb biofilm kill 3 and CYP2C9 activ 1.1.
Screening Cc1ccc(N2CC(C(=O)N3CCN(C(=O)c4ccco4)CC3)CC2=O)cc1 (stereo unspecified) returned VCAM1 TNFa inh 0, DAT uptake mod -0.42, CYP2C19 inhib 4, CYP2C19 act 1, IL1B cytotox -25, CYP2C9 inhib 8, Calb biofilm kill 4, TNFa cytotox 7 and CYP2C9 activ 0.9.
CCCc1cc(-c2nc(-c3ccc(Cl)cc3)cs2)ccn1 was read as VCAM1 TNFa inh 14, DAT uptake mod -0.41, CYP2C19 inhib 10, CYP2C19 act 0.9, CYP2C9 inhib 7, TNFa cytotox 5 and CYP2C9 activ 0.9.
`COc1ccc(C(=O)Nc2ccc(S(=O)(=O)NC(C)=O)cc2)cc1` gave VCAM1 TNFa inh 9, DAT uptake mod -0.045, CYP2C19 inhib -14, CYP2C19 act 1.1, IL1B cytotox -5, CYP2C9 inhib -6, Calb biofilm kill -1, TNFa cytotox -14 and CYP2C9 activ 1.1.
Screening Cc1ccc(-c2ccc(=O)n(CCC(=O)NCc3ccccn3)n2)cc1 returned DAT uptake mod -0.43, CYP2C19 inhib 9, CYP2C19 act 0.9, IL1B cytotox 6, CYP2C9 inhib 10, Calb biofilm kill 3 and CYP2C9 activ 0.9.
Screening COc1cc(OC)c(OC)cc1NC(=O)CC1COc2ccccc2O1 (stereo unspecified) returned VCAM1 TNFa inh -16, DAT uptake mod -0.54, IL1B cytotox -26, Calb biofilm kill 7 and TNFa cytotox -20.
CCOP(=O)(c1ccccc1)c1nc(-c2ccccc2Cl)oc1N1CCCCC1 (stereo unspecified) was read as VCAM1 TNFa inh 17, DAT uptake mod 0.83, IL1B cytotox 19, Calb biofilm kill 0 and TNFa cytotox -6.
`Cc1cccc(NC(=O)N(Cc2cc3cc(C)cc(C)c3[nH]c2=O)CC2COCCO2)c1` (stereo unspecified) gave VCAM1 TNFa inh 24, DAT uptake mod 1.9, CYP2C19 inhib 77*, CYP2C19 act 0.2, IL1B cytotox 16, CYP2C9 inhib 86*, Calb biofilm kill -3, TNFa cytotox 8 and CYP2C9 activ 0.1.
For CC(=O)NCCNC(=O)CCNC(=O)c1ccc(Cl)cc1 the results were VCAM1 TNFa inh 11, DAT uptake mod -0.64, CYP2C19 inhib 8, CYP2C19 act 0.9, IL1B cytotox 18, CYP2C9 inhib 6, TNFa cytotox 2 and CYP2C9 activ 0.9.
CCCCOC(=O)Nc1nnc(CCc2ccccc2)s1 was read as VCAM1 TNFa inh 12, DAT uptake mod 0.51, CYP2C19 inhib 27, CYP2C19 act 0.7, IL1B cytotox 8, CYP2C9 inhib 34, Calb biofilm kill 4, TNFa cytotox -23 and CYP2C9 activ 0.7.
CC1(C)CC(=O)C(N=Nc2ccc3ncsc3c2)=C(O)C1 was read as VCAM1 TNFa inh 6, DAT uptake mod 0.18, CYP2C19 inhib -20, CYP2C19 act 1.2, IL1B cytotox -6, CYP2C9 inhib -30, TNFa cytotox -3 and CYP2C9 activ 1.3.
O=C(Nc1ncnc2sc3c(c12)CCC3)c1ccco1 was read as VCAM1 TNFa inh 16, DAT uptake mod 0.11, CYP2C19 inhib 44, CYP2C19 act 0.6, IL1B cytotox 8, CYP2C9 inhib -139, Calb biofilm kill 8, TNFa cytotox 5 and CYP2C9 activ 2.4*.
Screening COc1cc(-c2ccc(NC(=O)c3ccc(C)cc3)c(OC)c2)ccc1NC(=O)c1ccc(C)cc1 returned VCAM1 TNFa inh -11, DAT uptake mod -0.2, CYP2C19 inhib -15, CYP2C19 act 1.1, IL1B cytotox -22, CYP2C9 inhib 0, TNFa cytotox 3 and CYP2C9 activ 1.
Screening O=C(Nc1ccccc1N1CCCCC1)c1ccc2nccnc2c1 returned VCAM1 TNFa inh 7, DAT uptake mod 0.92, CYP2C19 inhib 7, CYP2C19 act 0.9, IL1B cytotox 7, CYP2C9 inhib 28, Calb biofilm kill 5, TNFa cytotox -20 and CYP2C9 activ 0.7.
`Cc1ccc([N+](=O)[O-])cc1-c1[nH]c(-c2ccc(O)c(O)c2)nc1-c1ccccc1` gave VCAM1 TNFa inh 10, DAT uptake mod 0.74, CYP2C19 inhib 52*, CYP2C19 act 0.5, IL1B cytotox 8, CYP2C9 inhib 88*, Calb biofilm kill 7, TNFa cytotox 10 and CYP2C9 activ 0.1.
Cc1ccc2ncccc2c1NS(=O)(=O)c1ccccc1 was read as VCAM1 TNFa inh 8, DAT uptake mod -0.79, CYP2C19 inhib 57*, CYP2C19 act 0.4, IL1B cytotox -2, CYP2C9 inhib 35, Calb biofilm kill 1, TNFa cytotox -14 and CYP2C9 activ 0.6.
Screening CCOC(=O)C1(CCC(C)C)CC(CSc2nc3ccccc3[nH]2)OC1=O (stereo unspecified) returned VCAM1 TNFa inh -2, DAT uptake mod 1.5, CYP2C19 inhib 14, CYP2C19 act 0.9, IL1B cytotox -14, CYP2C9 inhib 58*, Calb biofilm kill 2, TNFa cytotox -16 and CYP2C9 activ 0.4.
`Cc1ccc(S(=O)(=O)N2CCCC2C(=O)NC2CCCCC2)cc1` (stereo unspecified) gave VCAM1 TNFa inh -26, DAT uptake mod -0.97, CYP2C19 inhib 77*, CYP2C19 act 0.2, IL1B cytotox 0, CYP2C9 inhib 30, Calb biofilm kill 2, TNFa cytotox -20 and CYP2C9 activ 0.7.
For COc1ccc(CN2CCN(C(=O)CC(C)C)CC2)cc1OC the results were VCAM1 TNFa inh -2, DAT uptake mod 0.37, CYP2C19 inhib -2, CYP2C19 act 1, IL1B cytotox -25, CYP2C9 inhib -37, Calb biofilm kill 5, TNFa cytotox 19 and CYP2C9 activ 1.4.
For CCC1Oc2ccccc2N(CC(=O)Nc2ccc(OC)cc2OC)C1=O (stereo unspecified) the results were VCAM1 TNFa inh 17, DAT uptake mod -1.3, CYP2C19 inhib 45, CYP2C19 act 0.6, IL1B cytotox -6, CYP2C9 inhib 45, Calb biofilm kill 8, TNFa cytotox 22 and CYP2C9 activ 0.5.
For COC(=O)C1(CCSC)NC(c2ccc(O)cc2)C2C(=O)N(c3ccc4c(c3)OCCO4)C(=O)C21 (stereo unspecified) the results were VCAM1 TNFa inh -3, DAT uptake mod 0.62, CYP2C19 inhib 14, CYP2C19 act 0.9, IL1B cytotox 27, CYP2C9 inhib 10, Calb biofilm kill 7, TNFa cytotox 28 and CYP2C9 activ 0.9.
`COc1ccccc1/C=C/C=N/N1CCN(c2ccccn2)CC1` gave VCAM1 TNFa inh -1, DAT uptake mod -0.081, CYP2C19 inhib 45, CYP2C19 act 0.6, IL1B cytotox -16, CYP2C9 inhib -61, TNFa cytotox -7 and CYP2C9 activ 1.6.
For NS(=O)(=O)c1ccc(NCc2ccccc2OCc2ccccc2F)cc1 the results were VCAM1 TNFa inh 5, DAT uptake mod -0.31, CYP2C19 inhib 40, CYP2C19 act 0.6, IL1B cytotox -10, CYP2C9 inhib 75*, TNFa cytotox -4 and CYP2C9 activ 0.2.
COC(=O)c1sccc1NC(=O)c1cc(C)on1 was read as VCAM1 TNFa inh 15, CYP2C19 inhib 1, CYP2C19 act 1, IL1B cytotox -28, CYP2C9 inhib -68, Calb biofilm kill -2, TNFa cytotox -9 and CYP2C9 activ 1.7.
`CC1CN(C(=O)CSc2nc(-c3ccc(F)cc3)cs2)CC(C)O1` (stereo unspecified) gave VCAM1 TNFa inh -3, DAT uptake mod -0.63, CYP2C19 inhib 79*, CYP2C19 act 0.2, IL1B cytotox -31, CYP2C9 inhib 10, Calb biofilm kill 1, TNFa cytotox -8 and CYP2C9 activ 0.9.

Quoted from the results shown, two compounds:
COC(=O)c1sccc1NC(=O)c1cc(C)on1 was read as VCAM1 TNFa inh 15, CYP2C19 inhib 1, CYP2C19 act 1, IL1B cytotox -28, CYP2C9 inhib -68, Calb biofilm kill -2, TNFa cytotox -9 and CYP2C9 activ 1.7.
`CC1CN(C(=O)CSc2nc(-c3ccc(F)cc3)cs2)CC(C)O1` (stereo unspecified) gave VCAM1 TNFa inh -3, DAT uptake mod -0.63, CYP2C19 inhib 79*, CYP2C19 act 0.2, IL1B cytotox -31, CYP2C9 inhib 10, Calb biofilm kill 1, TNFa cytotox -8 and CYP2C9 activ 0.9.

Further records
COc1ccc(-c2noc(CCC(=O)NCCCN3CCC(C)CC3)n2)cc1 was read as VCAM1 TNFa inh -10, DAT uptake mod -1.8, CYP2C19 inhib 0, CYP2C19 act 1, IL1B cytotox 7, CYP2C9 inhib 2, Calb biofilm kill 8, TNFa cytotox -1 and CYP2C9 activ 1.
`O=C(CSc1nc2ccccc2[nH]1)N1CCN(S(=O)(=O)c2ccc(Cl)cc2)CC1` gave VCAM1 TNFa inh -8, DAT uptake mod 1.1, CYP2C19 inhib 8, CYP2C19 act 0.9, IL1B cytotox -1, CYP2C9 inhib 18, Calb biofilm kill 1, TNFa cytotox 15 and CYP2C9 activ 0.8.
`Cn1c(=O)c2c(nc(Br)n2C)n(C)c1=O` gave VCAM1 TNFa inh 2, DAT uptake mod -0.077, CYP2C19 inhib 4, CYP2C19 act 1, IL1B cytotox 7, CYP2C9 inhib 22, Calb biofilm kill 8, TNFa cytotox 9 and CYP2C9 activ 0.8.
COc1cc(C(=S)N2CCCCC2)ccc1OCC(=O)N1CCCC1 was read as VCAM1 TNFa inh 13, DAT uptake mod -1.8, CYP2C19 inhib 24, CYP2C19 act 0.8, IL1B cytotox 44, CYP2C9 inhib 32, Calb biofilm kill 4, TNFa cytotox -2 and CYP2C9 activ 0.7.
`c1ccc(N2CCN(Cc3ccsc3)CC2)nc1` gave DAT uptake mod -1.2, CYP2C19 inhib 17, CYP2C19 act 0.8, CYP2C9 inhib 5, Calb biofilm kill 5 and CYP2C9 activ 1.

Outcome played no part in choosing rows; any-hit rate near 29%.
